FEN1 inhibitor: blocks human flap endonuclease 1; P39748; Recombinant FEN1 flap cleavage, fluorescence, 15 min; Potency, µM (top dose mostly 114 µM), without a hit: at the highest dose activity change, negative = inhibition, actives largely listed as inhibitors; actives 0.35% (n = 390,000); also: nearly all actives have a fitted effect of over 65% in size
Target sequence (P39748 whole entry, looked up): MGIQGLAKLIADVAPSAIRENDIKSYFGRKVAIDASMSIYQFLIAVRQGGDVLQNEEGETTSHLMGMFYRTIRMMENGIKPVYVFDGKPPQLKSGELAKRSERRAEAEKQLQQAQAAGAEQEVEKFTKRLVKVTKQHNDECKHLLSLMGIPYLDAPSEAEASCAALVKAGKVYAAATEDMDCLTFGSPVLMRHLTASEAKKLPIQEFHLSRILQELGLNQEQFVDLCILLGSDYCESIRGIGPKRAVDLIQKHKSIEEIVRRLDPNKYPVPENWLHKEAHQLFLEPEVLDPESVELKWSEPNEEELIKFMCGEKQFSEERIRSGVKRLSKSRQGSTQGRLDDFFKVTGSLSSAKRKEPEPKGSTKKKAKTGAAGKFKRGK
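Enzyme 10 nM, 15 min RT preincubation with compound; start with substrate 50 nM final; reads at 0 and 15 min; qHTS titration, four-parameter Hill fit.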
N370S GC mod: inhibitors or activators of N370S glucocerebrosidase for Gaucher disease. P04062. N370S GC spleen homogenate, 4MU-glucoside fluorescence. Potency, µM (titrated, usually from 59.4 µM), without a hit: at the top dose activity change, negative = inhibition, hits mostly inhibitors. actives 0.092% (n = 330,000). AID 2101;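 also: 0% = full enzyme activity and -100% = no enzyme basal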
TDP1 cell CPT: growth inhibition of DT40 Tdp1-/-;hTDP1 cells with camptothecin (screen for TDP1 inhibitors); chicken DT40 Tdp1-/-;hTDP1 cells + 20 nM CPT, ATP luminescence, 48 h; Potency, µM (highest dose often 46.2 µM), for inactives: at the top dose activity change, negative = growth inhibition, usual class: inhibitors; actives 12% (n = 420,000); also: nearly all actives have a fitted effect of over 55% in size
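Chicken DT40 Tdp1-/- cells stably complemented with human TDP1 were seeded at 400 cells/well in medium containing 20 nM camptothecin, exposed to pin-transferred compounds, and grown at 37 °C for at least 48 hr. Viability was read as ATP luminescence.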
An asterisk follows results filed as active; ? = inconclusive; / = no result given. Calls follow the shape of the dose curve; as a rule, active = well fitted curve in the direction sought with a large enough effect; inconclusive = small, poorly fitted or top-dose-only effect, or another doubt; inactive = no such curve, though single readings can be large; an effect the other way counts as inactive or inconclusive. Unless noted, % is scaled to controls: 0 for no effect and ±100 for the full control effect; potency is read from the fitted curve at half-maximal effect. Some of the compounds tested; rates above refer to the full screens.

SMILES | FEN1 inhibitor | N370S GC mod | TDP1 cell CPT
O=C(c1cc(=O)c2ccccc2o1)N1CCN(c2cccc(Cl)c2)CC1 | 6% | -14% | ?
CC(=O)NC1(C(F)(F)F)C(=O)N(Cc2ccccc2)C2=C1C(=O)CC(C)(C)C2 (configuration not stated) | -17% | -13% | 0%
CCCCCN1C(=O)Cn2c(nc3ccccc3c2=O)C1C (configuration not stated) | 7% | 0% | 4%
CCc1n[n+](CC(=O)c2ccccc2)c(N)s1 | 1% | 4% | -1%
CC(C)Cc1nc2sc3c(=O)[nH]cnc3c2c2c1CCCC2 | -15% | 2% | 4%
Cc1oc2ncn(C)c(=O)c2c1C(=O)N1CCN(c2cccc(C(F)(F)F)c2)CC1 | -3% | / | -19%
CCOC(=O)c1ccc(NC(=O)Nn2cnnc2)cc1 | -8% | -3% | 2%
O=c1c(Cl)c(N/N=C/c2ccc(Br)cc2)cnn1-c1ccccc1 | ? | 0% | ?
O=S(=O)(NCC(c1ccco1)N1CCN(c2ccc(F)cc2)CC1)c1ccccc1 (configuration not stated) | -23% | / | ?
CCC(=O)N1CCc2cc(Br)cc(S(=O)(=O)CCC(=O)NCc3ccc(Cl)cc3)c21 | 16% | / | ?
CCc1cc(C(=O)OCC(=O)N2CCC(c3ccccc3)=N2)sc1C | 8% | 7% | -17%
O=C(NCc1ccccc1)c1c[nH]c2ccc(F)cc2c1=O | -14% | 2% | ?
O=C(OCC(=O)N1CCOCC1)c1ccc2ccccc2c1O | 7% | / | -28%
CCOc1ccc(NC(=O)CSc2oc(-c3ccc(F)cc3)nc2S(=O)(=O)c2ccc(C)cc2)cc1 | -1% | / | 5.8µM*
COc1ccc(-n2c(/C=C/c3c(C)[nH]c4ccccc34)nc3ccccc3c2=O)cc1 | -17% | / | ?
COc1ccc(OC)c(NC(=O)c2cc(S(=O)(=O)N3CCCCC3)c[nH]2)c1 | -18% | -8% | -11%
CCOC(=O)CCNc1n[nH]c(=O)[nH]c1=O | -2% | -7% | -1%
Cc1ccc(NC2=NCCCCC2)cc1 | -10% | -2% | 0%
CCOc1ccc(CCNC(=O)c2sc3nc4n(c(=O)c3c2C)CCC4)cc1OCC | 7% | -5% | -27%
CCCCOc1ccc(C2(C)NC(=O)NC2=O)cc1 (configuration not stated) | -9% | -7% | ?
O=C(NCCc1ccc(Cl)cc1)c1ccc2c(c1)N(Cc1ccccc1F)C(=O)c1ccccc1S2(=O)=O | 7% | / | ?
CC1(C)CC(=O)C2=C(C1)N(Cc1ccco1)C(=O)C2(NC(=O)c1ccc(Cl)cc1Cl)C(F)(F)F (configuration not stated) | -5% | 6% | ?
Cc1ccc(CNC(=O)C2CC(c3cccc([N+](=O)[O-])c3)=NO2)cc1 (configuration not stated) | -15% | -20% | -9%
COc1ccccc1C(=O)n1nc(-c2ccco2)nc1SC | -15% | 1% | ?
COc1ccc(/C=N/NC(=O)OC(C)(C)C)cc1OC | -6% | 10% | 2%
Cc1ccc(S(=O)(=O)N2CC(O)C[C@H]2C(=O)OCC(=O)N2CCN(c3ccc(F)cc3)CC2)cc1C (some centres not stated) | -9% | / | 10µM*
Cc1ccccc1S(=O)(=O)c1cc(C#N)c(=O)[nH]c1N | -10% | -30% | -9%
Cc1ccc(NC(=O)C/C(N)=N/OC(=O)c2ccccc2)cc1 | -4% | 12% | ?
O=C(Cn1cc(SCc2ccc(C(F)(F)F)cc2)c2ccccc21)N1CCCCC1 | ? | / | ?
COc1cc2c(cc1NC(=O)c1ccc(C(C)(C)C)cc1)CCCC2 | -3% | -5% | ?
COc1ccc(NC(=O)CCNS(=O)(=O)c2cc(Br)ccc2Br)cc1S(N)(=O)=O | -10% | -21% | ?
Cc1ccc(SCC(=O)OCC(=O)N(C)CC(=O)Nc2ccc(F)cc2)cc1C | -6% | 1% | 7%
CCOc1ccc(C(=O)Nc2c3c(nn2C(C)(C)C)CSC3)cc1OCC | 13% | -5% | -29%
CC(=C1C(=O)c2ccccc2C1=O)N1CCN(c2ccc(F)cc2)CC1 | 0% | -14% | 1%
Nc1[nH][nH]c(=O)c1N=Nc1ccccc1 | 1% | / | 0%
COc1ccc(N(CC(=O)NCCSCc2ccccc2Cl)S(C)(=O)=O)cc1Cl | -14% | -9% | 12µM*
CC(=O)Nc1ccc(NC(=O)c2cc(C)nn2-c2ccccc2)cc1 | -3% | -1% | -1%
O=Cc1ccc(Sc2ncccn2)o1 | 2% | 0% | 7%
CCc1noc(C)c1C(=O)OCC(=O)NCc1ccccc1OC | 17% | / | 5%
Cc1ccc(C(=O)Nc2ccon2)cc1S(=O)(=O)N1CCCCCC1 | -6% | 0% | -18%

Some entries already given, reduced to TDP1 cell CPT and FEN1 inhibitor.
mol | TDP1 cell CPT | FEN1 inhibitor
Cc1ccc(NC(=O)C/C(N)=N/OC(=O)c2ccccc2)cc1 | ? | -4%
O=C(Cn1cc(SCc2ccc(C(F)(F)F)cc2)c2ccccc21)N1CCCCC1 | ? | ?

(listing goes on)
SMILES | FEN1 inhibitor | N370S GC mod | TDP1 cell CPT
COc1ccccc1CC(=O)O/N=C(\N)c1cccc([N+](=O)[O-])c1 | -7% | 2% | ?
COc1ccc(CCNC(=O)NCCc2c[nH]c3ccccc23)cc1OC | 0% | -6% | 1%
CCC1CCCCN1S(=O)(=O)c1ccc(NC(=O)c2cccs2)cc1 (configuration not stated) | -7% | 6% | 23µM*
COc1ccc(Cl)cc1NC(=S)N1CCCCCC1 | -6% | -14% | -25%
CC(C)CN1C(Nc2ccccc2)=NC[C@@H]1C | -13% | 4% | 0%
Cc1cc(C)cc(NC(=O)COC(=O)c2cccc(S(=O)(=O)N3CCCCC3)c2)c1 | -11% | / | 9%
O=C(CSc1nc2c([nH]c3ccccc32)c(=O)n1-c1ccccc1F)Nc1cccc(Cl)c1 | 15% | / | ?
CCC1CCCCN1CCCn1c(=S)[nH]c2ccccc2c1=O (configuration not stated) | 9% | 2% | -2%
CSc1nnc2[nH]c(=O)cc(C)n12 | 3% | / | 12%
COc1ccc(Cl)cc1C(=O)OCC(=O)NC1CCCC(C)C1C (configuration not stated) | -16% | -6% | 7%
COc1cc(NC(=O)C2CCN(S(=O)(=O)c3cccs3)CC2)cc(OC)c1 | -9% | -16% | 18µM*
Cc1ccc(N2C(=O)CC(Sc3nc4ccccc4o3)C2=O)cc1Cl (configuration not stated) | -21% | -16% | 4.1µM*
CN(C)c1ccc(N=Cc2ccco2)cc1 | -12% | 14% | 8.2µM*
CC(=O)c1cc(-c2ccc(F)cc2)n(CCC(=O)NC(C)(C)C)c1C | -7% | -23% | 9%
Cc1c(C(=O)NCc2ccccc2Cl)sc2nc(-c3ccc(F)cc3)cn12 | -12% | / | ?
COc1ccc(OC)c(C2C(C#N)=C(N)N(N(C)C)C3=C2C(=O)CC(C)(C)C3)c1 (configuration not stated) | 2% | 0% | 1%
O=c1[nH]c(C2CCCCC2)nc2ccccc12 | -3% | -4% | -27%
CC(=O)c1c(C)[nH]c(C(=O)OCC(=O)Nc2ccccc2Cl)c1C | -14% | 1% | 16µM*
O=C(Cc1ccccc1)Nc1cccc(N2CCCC2)c1 | -11% | -2% | ?
CS(=O)(=O)c1ccc(Cl)c(NC(=O)COC(=O)CCc2c[nH]c3ccccc23)c1 | 6% | -2% | ?

A section from further up:
SMILES | FEN1 inhibitor | N370S GC mod | TDP1 cell CPT
CCc1noc(C)c1C(=O)OCC(=O)NCc1ccccc1OC | 17% | / | 5%
Cc1ccc(C(=O)Nc2ccon2)cc1S(=O)(=O)N1CCCCCC1 | -6% | 0% | -18%
COc1ccccc1CC(=O)O/N=C(\N)c1cccc([N+](=O)[O-])c1 | -7% | 2% | ?
COc1ccc(CCNC(=O)NCCc2c[nH]c3ccccc23)cc1OC | 0% | -6% | 1%
CCC1CCCCN1S(=O)(=O)c1ccc(NC(=O)c2cccs2)cc1 (configuration not stated) | -7% | 6% | 23µM*
COc1ccc(Cl)cc1NC(=S)N1CCCCCC1 | -6% | -14% | -25%
CC(C)CN1C(Nc2ccccc2)=NC[C@@H]1C | -13% | 4% | 0%
Cc1cc(C)cc(NC(=O)COC(=O)c2cccc(S(=O)(=O)N3CCCCC3)c2)c1 | -11% | / | 9%
O=C(CSc1nc2c([nH]c3ccccc32)c(=O)n1-c1ccccc1F)Nc1cccc(Cl)c1 | 15% | / | ?
CCC1CCCCN1CCCn1c(=S)[nH]c2ccccc2c1=O (configuration not stated) | 9% | 2% | -2%
CSc1nnc2[nH]c(=O)cc(C)n12 | 3% | / | 12%
COc1ccc(Cl)cc1C(=O)OCC(=O)NC1CCCC(C)C1C (configuration not stated) | -16% | -6% | 7%
COc1cc(NC(=O)C2CCN(S(=O)(=O)c3cccs3)CC2)cc(OC)c1 | -9% | -16% | 18µM*
Cc1ccc(N2C(=O)CC(Sc3nc4ccccc4o3)C2=O)cc1Cl (configuration not stated) | -21% | -16% | 4.1µM*
CN(C)c1ccc(N=Cc2ccco2)cc1 | -12% | 14% | 8.2µM*
CC(=O)c1cc(-c2ccc(F)cc2)n(CCC(=O)NC(C)(C)C)c1C | -7% | -23% | 9%
Cc1c(C(=O)NCc2ccccc2Cl)sc2nc(-c3ccc(F)cc3)cn12 | -12% | / | ?
COc1ccc(OC)c(C2C(C#N)=C(N)N(N(C)C)C3=C2C(=O)CC(C)(C)C3)c1 (configuration not stated) | 2% | 0% | 1%
O=c1[nH]c(C2CCCCC2)nc2ccccc12 | -3% | -4% | -27%
CC(=O)c1c(C)[nH]c(C(=O)OCC(=O)Nc2ccccc2Cl)c1C | -14% | 1% | 16µM*
O=C(Cc1ccccc1)Nc1cccc(N2CCCC2)c1 | -11% | -2% | ?
CS(=O)(=O)c1ccc(Cl)c(NC(=O)COC(=O)CCc2c[nH]c3ccccc23)c1 | 6% | -2% | ?

(listing goes on)
SMILES | FEN1 inhibitor | N370S GC mod | TDP1 cell CPT
CC1CCCCCCC1OC(=O)c1ccccc1C(=O)O (configuration not stated) | -4% | / | -2%
Cc1cc2ccccn2c1C(=O)c1cc([N+](=O)[O-])cc([N+](=O)[O-])c1 | 1% | 29% | -20%
CC(OC(=O)CCc1nc2ccccc2[nH]c1=O)c1ccccc1 (configuration not stated) | 3% | 23% | 5%
CC1(C)C(=O)OC(c2ccccc2)C(C)(C)C1=O (configuration not stated) | 6% | -5% | 4%
CCC(C(=O)Nc1ccccc1)c1ccccc1 (configuration not stated) | 5% | -6% | -10%
CC(C)C(NC(=O)CN1C(=O)c2ccccc2C1=O)c1ccccc1 (configuration not stated) | -2% | 0% | 2%
CC(C)(C)c1cc(-c2n[nH]c(=S)n2-c2ccc(Cl)cc2)n[nH]1 | 13% | 2% | ?
COc1ccc(CC2(C)OC(c3ccncc3)=NN2C(C)=O)cc1 (configuration not stated) | -3% | 4% | -1%
CC1Cc2cc(S(=O)(=O)N3CCN(c4ccc(Cl)cc4)CC3)ccc2N1C(=O)C1CC1 (configuration not stated) | -4% | -12% | 16µM*
Cc1cc(NC(=O)CSc2nc3c(sc4ccccc43)c(=O)n2CCc2ccccc2)n[nH]1 | -13% | 2% | ?
O=C(CSc1ncnc2scc(-c3ccccc3)c12)N1CCN(c2ccccc2F)CC1 | -17% | 13% | ?
O=C(CCN1C(=O)/C(=C/c2ccc(F)cc2)SC1=S)Nc1cccnc1 | 5% | -13% | 2%
Cc1cc(F)ccc1NC(=O)c1sc2nc(-c3cccs3)ccc2c1N | 2% | / | ?
CCCCCNC(=O)c1ccc2c(c1)nc(C)n2-c1cccc(C)c1 | 17% | / | 15µM*
O=S1(=O)[C@H]2C[C@@H]3CC[C@]2(CN1Cc1cccc(F)c1)O3 | 1% | 4% | -10%
Cc1nn(C)c(C)c1CN(C)C(=O)c1cc2n(n1)C(C(F)(F)F)CC(c1cccs1)N2 (configuration not stated) | -1% | -19% | 26µM*
COc1cccc(CNC(=O)CCC2CCCN(C(=O)c3ccccc3N(C)C)C2)c1 (configuration not stated) | 5% | 0% | ?
COc1cc(C(=O)NNC(=O)c2ccccc2OCc2c(C)noc2C)cc(OC)c1OC | -8% | / | -15%
Cc1ccc(NC(=O)COC(=O)c2ccccc2-c2nc3ccccc3s2)c(C)c1 | -7% | 29% | ?
CCOc1ccc(C(=O)NCCS(=O)(=O)N2CCN(c3ccccc3F)CC2)cc1OCC | 1% | / | -3%

Screening data as filed in PubChem BioAssay.
